# G9a block = inhibitors of human histone lysine methyltransferase G9a; G9a H3K9 monomethylation, AlphaScreen, 2 h; AID 504332; Potency, µM (top dose mostly 102 µM), without a hit: top-dose activity, negative = inhibition, hits mostly inhibitors; actives 8.8% (n = 350,000); further: on the % scale 0 is the no-effect control and ±100 the full control effect; nearly all actives have a fitted effect of over 75% in size
#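 Using a bead-based AlphaScreen, monomethylated H3K9 product from 2 h room-temperature reactions (G9a 20 nM, peptide 500 nM, SAM 20 uM) was detected with 0.5 ug/mL rabbit anti-H3K9me1 antibody.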
# GLS inh = glutaminase GLS (human) inhibition | O94925 | GLS enzymatic activity, qHTS titration | Potency, µM (series often up to 45.5 µM), inactives show top-dose activity change, negative = inhibition, hits mostly inhibitors | actives 0.21% (n = 410,000); further: on the % scale 0 is the no-effect control and ±100 the full control effect
#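 Assay buffer: 45 mM KH2PO4 pH 8.2, 0.02% Tween-20. hKGA acts on L-glutamine (1 mM solution added); product glutamate is reported by an oxidase/peroxidase Amplex Red coupling, with fluorescence taken at baseline and 30 min.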
# BAZ2B block = blocks human BAZ2B; AlphaScreen BAZ2B-H3K14Ac peptide displacement; Potency, µM (top dose mostly 114 µM), without a hit: at the highest dose activity change, negative = inhibition, usual class: inhibitors; actives 4.4% (n = 360,000); AID 504333; further: on the % scale 0 is the no-effect control and ±100 the full control effect; nearly all actives have a fitted effect of over 60% in size
#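 Inhibition is scored as reduced AlphaScreen emission. The BAZ2B/b-H3(5-23)K14Ac complex (50 nM each) in PBS pH 7.4, 0.01% Tween-20 meets compound (up to 110 uM) for 30 min at RT before bead addition.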
# BLM inh = inhibitors of human Bloom syndrome helicase BLM | AID 2528 | Potency, µM (doses to about 56.1 µM), for inactives: at the top dose activity change, negative = inhibition, hits mostly inhibitors | recombinant BLM DNA unwinding, fluorescence dequenching | actives 0.2% (n = 350,000);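 further: plate controls were vehicle for no effect and no enzyme for full effect; nearly all actives have a fitted effect of over 35% in size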
# JMJD2A Tudor inh = blocks the human JMJD2A Tudor domain; O75164; AlphaScreen JMJD2A-Tudor / H3K4me3 peptide binding; Potency, µM (top dose mostly 114 µM), without a hit: top-dose activity change, negative = inhibition, hits mostly inhibitors; actives 4.4% (n = 390,000); further: on the % scale 0 is the no-effect control and ±100 the full control effect; nearly all actives have a fitted effect of over 50% in size
# Tb PGK inh = blocks T. brucei phosphoglycerate kinase; P07378; PGK/GAPDH coupled, Kinase-Glo luminescence, 60 min; Potency, µM (doses to about 57.5 µM), without a hit: top-dose activity change, negative = inhibition, usual class: inhibitors; actives 0.043% (n = 380,000); AID 602233; further: on the % scale 0 is the no-effect control and ±100 the full control effect; nearly all actives have a fitted effect of over 60% in size
#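 Luminescent ATP detection (Kinase-Glo Plus) follows a 60-minute room-temperature incubation, with wells lacking PGK as controls. Buffer: 100 mM TEA (pH 7.6), 5 mM MgCl2, 0.01% Tween-20. Coupling enzyme GAPDH (100 nM final) supplies unstable 1,3-BPG in-well.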
# HP1b chromo inh = HP1-beta chromodomain-methylated histone interaction inhibition. P83916. AlphaScreen HP1-beta / biotin-H3K9me3 peptide binding. Potency, µM (titrated, usually from 114 µM), for inactives: at the top dose activity change, negative = inhibition, hits mostly inhibitors. actives 0.56% (n = 390,000). AID 540317; further: nearly all actives have a fitted effect of over 70% in size; inactives centre near 23
#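 AlphaScreen: HP1-beta (50 nM) preformed 30 min with biotin-H3(1-18)K9me3 peptide (50 nM) in PBS pH 7.4, 0.01% Tween-20. Compound added for 30 min at RT, then streptavidin donor/nickel chelate acceptor beads (10 ug/mL) for 30 min.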
# Pol iota inh = blocks human DNA polymerase iota activity; Q9UNA4; Pol iota fluorescent replication assay, 10 min; Potency, µM (doses to about 115 µM), inactives show at the top dose activity, negative = inhibition, most hits filed as inhibitors; actives 1% (n = 390,000)
# Target sequence (Q9UNA4 whole entry, looked up): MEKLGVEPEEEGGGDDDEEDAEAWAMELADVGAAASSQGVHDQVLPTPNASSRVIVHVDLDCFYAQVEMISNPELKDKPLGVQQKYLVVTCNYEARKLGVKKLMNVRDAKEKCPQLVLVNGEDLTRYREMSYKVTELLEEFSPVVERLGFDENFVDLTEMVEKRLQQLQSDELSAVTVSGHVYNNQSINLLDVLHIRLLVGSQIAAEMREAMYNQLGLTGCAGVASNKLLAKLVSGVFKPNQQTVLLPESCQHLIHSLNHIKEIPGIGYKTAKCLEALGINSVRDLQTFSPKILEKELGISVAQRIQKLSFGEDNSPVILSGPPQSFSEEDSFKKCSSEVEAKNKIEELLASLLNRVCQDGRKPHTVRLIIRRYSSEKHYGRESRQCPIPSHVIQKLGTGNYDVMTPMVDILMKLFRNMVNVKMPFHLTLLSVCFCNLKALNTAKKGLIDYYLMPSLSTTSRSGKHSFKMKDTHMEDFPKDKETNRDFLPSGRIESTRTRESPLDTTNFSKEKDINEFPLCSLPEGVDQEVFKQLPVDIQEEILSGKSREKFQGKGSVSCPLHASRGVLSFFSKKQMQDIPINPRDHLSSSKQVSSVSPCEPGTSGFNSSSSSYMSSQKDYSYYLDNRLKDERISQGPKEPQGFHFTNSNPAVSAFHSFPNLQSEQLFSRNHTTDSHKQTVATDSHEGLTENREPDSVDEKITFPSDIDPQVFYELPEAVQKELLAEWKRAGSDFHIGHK
#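 Fluorescent replication assay read twice, at 0 min and 10 min after adding 50 nM (final) substrate. Enzyme (10 nM) and compounds were first incubated 15 min at room temperature; enzyme-free buffer wells were negative controls.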
# Pin1 inhibitor = blocks the human prolyl isomerase Pin1; AID 504891; Potency, µM (series often up to 115 µM), for the others: top-dose activity, negative = inhibition, usual class: inhibitors; Pin1 FP peptide displacement, HiFluor488, 10 min; actives 0.009% (n = 390,000); active means well fitted inhibition curve with a large enough effect in the polarisation, with a control signal flat, not every such curve was filed as active; inconclusive means small, poorly fitted or top-dose-only effect, or effect the other way, or a change in a side signal; inactive means no such curve, though single readings can be large or run the other way; the % refers to the polarisation; further: on the % scale 0 is the no-effect control and ±100 the full control effect
# Target sequence (Q13526 whole entry, looked up): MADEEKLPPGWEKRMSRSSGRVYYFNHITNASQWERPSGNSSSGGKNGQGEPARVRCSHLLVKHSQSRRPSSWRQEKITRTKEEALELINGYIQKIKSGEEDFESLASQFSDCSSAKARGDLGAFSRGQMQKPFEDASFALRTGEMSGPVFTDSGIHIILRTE
# Numbers without * were called inactive; i = inactive; ? = inconclusive; nt = not tested or not shown; ! = not confirmed by another sample; [ ] = another dose, or the depositor's remark. Unless noted, the call rests on the fitted dose curve; in most records, active means well fitted curve in the direction sought with a large enough effect; inconclusive means small, poorly fitted or top-dose-only effect, or another doubt; inactive means no such curve, though single readings can be large; an effect the other way counts as inactive or inconclusive. Potency means the concentration at half of the fitted maximal effect.
SMILES | G9a block | GLS inh | BAZ2B block | BLM inh | JMJD2A Tudor inh | Tb PGK inh | HP1b chromo inh | Pol iota inh | Pin1 inhibitor
O=C(c1ccccc1)c1ccc(OCCO)cc1 | 2% | 14% | -13% | 3% | -3% | 2% | 30% | 1% | -7%
COc1ccc(/C=C(\NC(=O)c2ccccc2)C(=O)NCc2ccco2)cc1OC | 14% | -1% | -9% | -4% | -13% | -9% | 7% | 30% | -9%
CCOC(=O)c1cnc(Nc2nc3ccccc3o2)nc1CSC(=S)N(CC)CC | 32%[activator][59 µM] | 1% | -6% | -8% | 1% | 0% | 32%[activator] | 7% | 1%
CCOC(=O)/C(N=Nc1c(C)n(C)n(-c2ccccc2)c1=O)=C(/O)c1ccccc1 | 5% | -19% | ? | -3% | -1% | 1% | 27% | 49%[activator] | -1%
CCN(c1ccccc1)c1nnc(NC(=O)Nc2ccc(Br)cc2F)s1 | -43%[59 µM] | 3% | 3% | -2% | -3% | i | 66%[activator] | 33%[activator] | 6%
Cc1ccc(CCC(=O)NCc2ccccc2)o1 | 79µM* | -6% | -5% | -7% | -21% | 12% | 32% | -1% | -5%
COc1ccccc1N1CCN(S(=O)(=O)c2cn(C)c(=O)n(C)c2=O)CC1 | ? | 0% | -3% | 0% | -23% | -1% | 22% | -8% | -11%
Cc1cc2oc(=O)cc(CN3CCCCC3)c2cc1C | -5% | -1% | 8% | -2% | -3% | 0% | 23% | 26% | -4%
COc1cc(OC)c(N(C)C(=O)Cn2ncc3c([nH]c4ccccc43)c2=O)cc1Cl | -5%[59 µM] | 1% | -12% | -1% | -18% | -9% | -16% | 8% | 2%
O=S(=O)(NCCOc1ccccc1)c1ccc2ccccc2c1 | -2%[12.7 µM] | 2% | 11% | 0% | -13% | -2% | 26% | 11% | 0%
CCN(CC)CCn1c(=N)n(CC(O)COc2ccccc2)c2ccccc21 (stereo unspecified) | nt | -11% | -1% | -2% | 6% | -5% | 14% | 17% | -1%
CCc1nnc(NC(=O)c2ccc(S(=O)(=O)N(CC(C)C)CC(C)C)cc2)o1 | -30%[59 µM] | 21% | -5% | -1% | -8% | 2% | 40% | 9% | -8%

# 7 compounds out of the list, sorted by count of non-hydrogen atoms, smallest number first:
SMILES | G9a block | GLS inh | BAZ2B block | BLM inh | JMJD2A Tudor inh | Tb PGK inh | HP1b chromo inh | Pol iota inh | Pin1 inhibitor
Cc1ccc(CCC(=O)NCc2ccccc2)o1 | 79µM* | -6% | -5% | -7% | -21% | 12% | 32% | -1% | -5%
Cc1cc2oc(=O)cc(CN3CCCCC3)c2cc1C | -5% | -1% | 8% | -2% | -3% | 0% | 23% | 26% | -4%
O=S(=O)(NCCOc1ccccc1)c1ccc2ccccc2c1 | -2%[12.7 µM] | 2% | 11% | 0% | -13% | -2% | 26% | 11% | 0%
CCN(c1ccccc1)c1nnc(NC(=O)Nc2ccc(Br)cc2F)s1 | -43%[59 µM] | 3% | 3% | -2% | -3% | i | 66%[activator] | 33%[activator] | 6%
COc1ccccc1N1CCN(S(=O)(=O)c2cn(C)c(=O)n(C)c2=O)CC1 | ? | 0% | -3% | 0% | -23% | -1% | 22% | -8% | -11%
CCN(CC)CCn1c(=N)n(CC(O)COc2ccccc2)c2ccccc21 (stereo unspecified) | nt | -11% | -1% | -2% | 6% | -5% | 14% | 17% | -1%
CCOC(=O)/C(N=Nc1c(C)n(C)n(-c2ccccc2)c1=O)=C(/O)c1ccccc1 | 5% | -19% | ? | -3% | -1% | 1% | 27% | 49%[activator] | -1%

# The results go on.
SMILES | G9a block | GLS inh | BAZ2B block | BLM inh | JMJD2A Tudor inh | Tb PGK inh | HP1b chromo inh | Pol iota inh | Pin1 inhibitor
CCC(C)(C)NC(=O)C(c1ccc(C)cc1)N(CCN1CCOCC1)C(=O)CNC(=O)c1cccs1 (stereo unspecified) | nt | 3% | -13% | -2% | ? | 0% | -7% | 86%[activator] | 6%
CCOC(=O)c1[nH]c(C)c(C(=O)NCc2ccco2)c1C | -1% | -4% | -27% | -8% | 1% | -10% | 52%[activator] | -8% | 1%
Cc1cc(C)cc(N2CCn3c2nc2c3c(=O)n(C/C=C/c3ccccc3)c(=O)n2C)c1 | 22%[59 µM] | -1% | 19% | 0% | -9% | -11% | 68%[activator] | 24% | -10%
COc1ccccc1N=C(C)C1=C(O)COC1=O | -28%[59 µM] | 8% | -4% | 0% | -12% | nt | 19% | 6% | -5%
CC(C)C1COC(c2cccn2Cc2ccccc2Cl)=N1 (stereo unspecified) | 8% | 0% | 10% | -6% | -3% | -7% | 22% | 25% | 4%
CCOc1ccc(CCNC(=O)c2ccc3ccccc3n2)cc1OCC | nt | 6% | -11% | -3% | -8% | 5% | 27% | 32%[activator] | -1%
CCCCC(CC)CNC(=O)CC1Nc2c3ccccc3nc(=S)n2C1=O (stereo unspecified) | 2% | ? | -7% | -1% | -13% | -1% | 48%[activator] | 76%[activator] | 13%
Cc1cc(Nc2ccc(F)cc2)nc(N)n1 | 11% | 4% | -2% | 4% | -16% | -3% | 7% | 10% | -3%
COc1ccc(S(=O)(=O)N2CCC(C(=O)Nc3ccc(Oc4ccccc4)cc3)CC2)cc1 | -1%[59 µM] | 7% | 0% | -1% | -3% | i | 63%[activator] | 28% | -13%
O=[N+]([O-])c1ccc(F)cc1OCc1nc(-c2cccs2)no1 | -28% | -13% | -2% | -6% | -17% | -5% | 13% | 0% | -7%
O=C(NCCCC1CCCC1)C1CCC(=O)N(Cc2ccc(Cl)cc2)C1 (stereo unspecified) | nt | 3% | 19% | -6% | -5% | -4% | 32% | 13% | -6%
COc1cccc2c1cc1c(=O)n(CC(=O)NCc3ccccn3)nc(C)n12 | 75%[activator] | -6% | 7% | 2% | -16% | -7% | 45%[activator] | 28% | 1%
O=C(Nc1ccnn1C1CCN(Cc2cccc(OCCO)c2)CC1)C1CCOC1 (stereo unspecified) | 18% | 7% | -7% | -1% | -27% | i | 5% | 16% | 3%
NS(=O)(=O)c1cccc(NC(=O)COC(=O)/C(=C/c2cccs2)c2cccs2)c1 | 4%[59 µM] | -2% | ? | -22% | ? | -9% | -16% | -23% | 4%
N#Cc1cnc(SCC(=O)N2CCCCC2)nc1N | nt | -5% | nt | nt | -1% | 7% | 45%[activator] | 27% | 1%
Cc1ccc(-c2ccc(SCC(=O)Nc3ccc4c(c3)OCCO4)nn2)cc1 | 19% | 5% | -3% | -5% | -16% | -4% | 13% | -23% | 35%[activator]
CC12CN(C(=O)c3ccc([N+](=O)[O-])cc3)CC(C)(CN(C(=O)c3ccc([N+](=O)[O-])cc3)C1)C2=O | 29% | 7% | 1% | 2% | -11% | -4% | 28% | -24% | -2%
CC1CN(c2nc3ccccc3nc2SCC(=O)Nc2ccc(F)cc2)CC(C)O1 (stereo unspecified) | nt | 1% | 5% | -11% | -1% | 0% | 60%[activator] | 13% | 12%
CC(C)Oc1ccc(S(=O)(=O)N2CCCCC2)cc1NC(=O)CN1CCCC1c1cccs1 (stereo unspecified) | 4%[2.33 µM] | 2% | 1% | nt | -9% | -7% | 47%[activator] | -5% | 31%[activator]
COc1ccccc1S(=O)(=O)Cc1ccc(C(=O)NC2CCCCCC2)o1 | 3% | -5% | -4% | -3% | 2% | -6% | 62%[activator] | 0% | -9%
COC(=O)c1ccc(S(=O)(=O)N2CCC(c3nc4ccccc4o3)CC2)cc1 | ? | 11% | -3% | 0% | -15% | 7% | 18% | 9% | 8%
CCCc1nc2oc3c(NCc4ccccn4)ncnc3c2c2c1COC(C)(C)C2 | 5% | -5% | 1% | 0% | 0%[57.1 µM] | -9% | 30% | 3% | 3%
CC(=O)Nc1ccc(S(=O)(=O)N2CCC(c3nc4ccccc4[nH]3)CC2)cc1 | -27%[59 µM] | 3% | 3% | -6% | -5% | -7% | 13% | -20%[58.9 µM] | -8%
CCOc1ccc(Oc2ccccc2NC(=O)CSCC(=O)Nc2cc(C)on2)cc1 | -29% | -15% | -7% | nt | -2% | 0% | 19% | 15% | -4%
CCOc1cc(C=NNC(=O)c2cccc(S(=O)(=O)N3CCCC3)c2)ccc1O | nt | -5% | nt | nt | -28% | -1% | 47%[activator] | 13% | 2%
Cc1ccsc1C(=O)OCC(=O)Nc1cccc(S(=O)(=O)N2CCOCC2)c1 | -2% | 0% | 9% | 2% | -16% | 1% | 4% | 40%[activator] | 0%
N#Cc1cc2cc3c(cc2nc1SCC(=O)OC1CCCCC1)OCO3 | 20%[59 µM] | 6% | 45%[activator] | -1% | 19% | -4% | 44%[activator] | 17% | 0%
CC(C)C(=O)NC(=S)Nc1nnn(C)n1 | 8.9µM* | 16% | 56µM* | 1% | 1.1µM* | 1% | ? | 1% | 3%
O=C(CSc1nc2ccccc2c(=O)n1CCCO)Nc1ccc2c(c1)OCCO2 | -40% | 1% | -5% | nt | -20% | -2% | 16% | 23% | 0%
COc1cc(C(O)C(=O)O)ccc1O (stereo unspecified) | 11µM*! | -4% | -5% | nt | 1% | -3% | 39% | -5% | -4%
CCN(CC)C(=O)C(=O)Nc1cc(C(F)(F)F)ccc1Cl | -7%[59 µM] | 3% | 6% | -1% | 1% | 1% | 64%[activator] | 8% | 1%
COC(=O)c1ccc(CNC(=O)c2ccc(NS(=O)(=O)c3ccc4[nH]c(=O)[nH]c4c3)cc2)cc1 | ? | -4% | 3% | nt | -17% | -1% | 18% | 25% | -5%
Cc1nn(CC(=O)Nc2sc3c(c2C#N)CCC(C(C)(C)C)C3)c(C)c1[N+](=O)[O-] (stereo unspecified) | 45µM* | -19% | -28% | -1% | -23% | -3% | -23% | -7% | 6%

# Bioassay records deposited in PubChem BioAssay by National Center for Advancing Translational Sciences (NCATS).

# These rows are one share of the data; rates above refer to the full screens.
